# High-throughput results as filed in PubChem BioAssay.
# DYRK1A inh = rat Dyrk1A kinase inhibitors, primary screen, biochemical, single point, plate reader; actives 0.43% (n = 310,000); inhibition, % at 12.5 µM; ADP-Glo luminescence, NFATc1 peptide; AID 504441, 2011; Dual specificity tyrosine-phosphorylation-regulated kinase 1A (Rattus norvegicus), Q63470; in the data active = inhibition above about 50%;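 note: plate controls were vehicle with enzyme for no effect and no enzyme for full effect; many of its hits are not listed in these tables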
# KCNK3 block = human KCNK3 channel inhibitors, primary screen, CHO cells, FluxOR thallium flux, B-score; Potassium channel subfamily K member 3 (Homo sapiens), O14649; FluxOR fluorescence; active compounds read low; B-score at 10 µM; actives 0.84% (n = 340,000);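 active = B-score under library mean minus 4 SD, starting fluorescence ratio at most library mean plus 5 SD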;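 note: more negative B-score means stronger inhibition of thallium flux through KCNK3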
# Target sequence (O14649 whole entry, looked up): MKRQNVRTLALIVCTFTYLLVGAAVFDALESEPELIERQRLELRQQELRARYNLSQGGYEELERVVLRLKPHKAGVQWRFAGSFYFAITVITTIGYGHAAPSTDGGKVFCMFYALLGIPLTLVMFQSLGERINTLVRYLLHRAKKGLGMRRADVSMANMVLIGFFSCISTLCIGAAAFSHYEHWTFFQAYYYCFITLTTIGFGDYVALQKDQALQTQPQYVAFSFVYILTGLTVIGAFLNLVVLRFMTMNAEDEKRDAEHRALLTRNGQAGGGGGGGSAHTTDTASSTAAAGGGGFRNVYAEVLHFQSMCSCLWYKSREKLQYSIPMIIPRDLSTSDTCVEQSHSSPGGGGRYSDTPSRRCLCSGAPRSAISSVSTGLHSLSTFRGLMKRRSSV
# The depositor's hits bear a star; i = inactive. Not all compounds are listed; rates above refer to the full screens.
Molecule	DYRK1A inh	KCNK3 block
Cc1ccc(S(=O)(=O)Nc2ccccc2F)cc1C(=O)NCc1ccco1	6	i
COc1cc(C(=O)N2CCN(S(=O)(=O)c3ccc(C(C)C)cc3)CC2)ccc1OCC(=O)N1CCOCC1	-3	i
O=C1C=C(C2OC(CO)C(O)C2O)C(=O)N1 (stereo not given)	1	i
CCOC(=O)c1c(C)[nH]c(C)c1C(=O)COC(=O)COc1ccc(Cl)c(C)c1	3	i
O=c1c2ccccc2c(=O)n(-c2ccccc2)n1-c1ccccc1	-4	i
CC1CCCC(=NNc2ccc3ccccc3n2)C1 (stereo not given)	12	i
CCOC(=O)C1=CN(Cc2cccc(-c3cccnc3)c2)S(=O)(=O)N(C)C1C (stereo not given)	-2	i
NC1(C(=O)O)CSSC1	0	i
Cc1ccc(C)c(S(=O)(=O)N2CCN(C(=O)CN3C(=O)C4CC=CCC4C3=O)CC2)c1 (stereo not given)	-7	i
O=C(CSc1ccc(S(=O)(=O)N2CCCC2)cn1)Nc1ccc([N+](=O)[O-])cc1C(F)(F)F	-1	i
CCOC(=O)C(C#N)=CN1CCN(C(=O)CCCl)c2ccccc21	-1	i
CC/C(=C\c1ccc(N(C)C)cc1)c1ccncc1	4	i
CCN(C(=O)COC(=O)COc1ccc2c(c1)CCC2)c1c(N)n(Cc2ccccc2)c(=O)[nH]c1=O	5	i
O=C(C=Cc1ccccn1)c1ccccc1O	-6	i
Cc1ncc(C(=O)Nc2ccccc2)[nH]1	3	i
CC(=O)Nc1ccc(NC(=O)CSc2nnc(N)n2-c2ccccc2)cc1	-2	i
Cc1ccc2oc3ccccc3c(=O)c2c1	-1	i
NC(=O)c1ncn([C@@H]2O[C@H](CNCc3cccc4c3sc3ccccc34)[C@@H](O)[C@H]2O)n1	4	i
COCCN(C(=O)c1cc(-c2ccc(F)cc2)nc2ccccc12)c1c(N)n(CC(C)C)c(=O)[nH]c1=O	-2	i
Cc1ccc(NC(=O)CN(C)C(=O)c2cccc(-n3cccc3)c2)cc1	9	i
Cc1ccc(NC(=O)c2ccc(S(=O)(=O)N3CC(C)CC(C)C3)cc2)cc1S(=O)(=O)N1CCOCC1 (stereo not given)	-1	i
COc1ccccc1N(C)S(=O)(=O)c1ccc(C(=O)N(C)Cc2ccc(OC(F)F)cc2)cc1	-2	i
CCOC(=O)c1c(NC(=O)COC(=O)CCNS(=O)(=O)c2ccccc2)sc(C(=O)NC)c1C	-2	i
O=C(c1ccccc1)c1ccc(C(=O)O)c(C(=O)O)c1	-1	i

# Of the compounds above, these have a thiophene ring, fused or not.
Molecule	DYRK1A inh	KCNK3 block
NC(=O)c1ncn([C@@H]2O[C@H](CNCc3cccc4c3sc3ccccc34)[C@@H](O)[C@H]2O)n1	4	i
CCOC(=O)c1c(NC(=O)COC(=O)CCNS(=O)(=O)c2ccccc2)sc(C(=O)NC)c1C	-2	i

# More entries follow.
Molecule	DYRK1A inh	KCNK3 block
CC(=NNC(=O)C(C)SC(C)C(=O)NN=C(C)c1cccnc1)c1cccnc1 (stereo not given)	16	i
CC12CCC(C(=O)CC1=O)C2(C)C (stereo not given)	2	i
O=C(NCc1ccccc1CN1CCCC1)C1CCN(C(=O)c2ccc(F)cc2)CC1	-4	i
COc1ccc(NS(=O)(=O)c2cc(NS(=O)(=O)c3cccs3)ccc2C)cc1	3	i
N#Cc1ccc(C(=O)N(Cc2ccco2)c2c(N)n(Cc3ccccc3)c(=O)[nH]c2=O)cc1	4	i
CC1(NCc2ccc(Cl)cc2)COP(=O)(NCc2ccccc2)OC1 (stereo not given)	3	i
CCN(CC)c1ccc(S(=O)(=O)N2CCCCC2)cc1NC(=O)CSCc1c(C)noc1C	-6	i
CCOC(=O)/C=C(\C)Sc1cc(O)c2ccccc2c1O	19	i
N#Cc1ccc(C=NN2CCCCCC2)cc1	-4	i
CCN(CC(=O)N1CCC(C(N)=O)CC1)S(=O)(=O)c1cc(Cl)ccc1Cl	8	i
Cn1c(O)c(C=NCCCCCC(=O)O)c(=O)n(C)c1=O	2	i
Cc1nnc2c3ccccc3ccn12	31	i

# Two of these compounds, reformatted.
CC/C(=C\c1ccc(N(C)C)cc1)c1ccncc1
  DYRK1A inh = 4 | KCNK3 block = i
CCN(C(=O)COC(=O)COc1ccc2c(c1)CCC2)c1c(N)n(Cc2ccccc2)c(=O)[nH]c1=O
  DYRK1A inh = 5 | KCNK3 block = i

# Further structures:
Molecule	DYRK1A inh	KCNK3 block
O=c1oc(-c2ccc(O)c(O)c2)cc2cc(O)cc(O)c12	73*	i
C=CCSC1=Nc2cc(OC)c(OC)cc2C2=NC(=O)CN12	-2	i
Cc1ccc(NC(=O)CNc2ccccc2N2CCCC2=O)cc1S(=O)(=O)N1CCOCC1	-1	i
COC(=O)C(CCC(C(=O)OC)N1C(=O)c2ccccc2C1=O)N1C(=O)c2ccccc2C1=O (stereo not given)	-1	i
CCOc1ccc(S(=O)(=O)N2CCCCC2)cc1NC(=O)CCNC(=O)c1ccco1	-7	i
CC(C)CC(=O)Nc1ccc(C(=O)COC(=O)C2CC(=O)N(Cc3ccccc3)C2)cc1 (stereo not given)	-4	i
CC1(C)C(=O)CCC2(C)C1=CCC1C2C(=O)CC2(C)C1CCC2(O)C(=O)CO (stereo not given)	5	i
CCC1CCCCN1S(=O)(=O)c1ccc(NC(=O)C2CC(=O)N(C(C)(C)C)C2)cc1 (stereo not given)	7	i
CCc1cccc(-n2c(SCC(=O)c3c(N)n(C4CC4)c(=O)[nH]c3=O)nnc2N2CCOCC2)c1	-5	i
Cc1ccccc1Nc1nc(N)nc(COC(=O)[C@@H](NC(=O)c2ccco2)C(C)C)n1	-1	i
CC12CCCCC1=CC(=O)CC2 (stereo not given)	5	i
O=Cc1cc(OCc2ccccc2)ccc1[B-](F)(F)F	0	i
CCOc1ccc(NC(=O)c2cccc(S(=O)(=O)Nc3c(C)n(C)n(-c4ccccc4)c3=O)c2)cc1	3	i
Cc1ccc(NCCCn2cnc(C(=O)Nc3ccc(C)c(C)c3)n2)cc1C	4	i
CSc1ncnc2c1ncn2CC(=O)C1CCC2C3CCC4=CC(=O)CCC4(C)C3CCC12C (stereo not given)	5	i
O=C(O)C1(Nc2ccccc2)CCCC1	-3	i
Cc1ccc(S(=O)(=O)N2CCN(C(=O)CN3C(=O)NC(C)(c4ccc5ccccc5c4)C3=O)CC2)cc1 (stereo not given)	-1	i
COC(=O)[C@@]1(C)[C@H]2C(=O)N(Cc3ccccc3)C(=O)[C@H]2[C@H]2CN=C(SCc3ccc(C)cc3)N21	-2	i
O=S(=O)(Nc1ccc(-c2ccccc2)cc1)c1ccccc1	-2	i
c1ccc2occc2c1	-1	i
CC1CC=C(O)C12OCC(C)(C)CO2 (stereo not given)	-2	i
CC(C)C(NS(=O)(=O)c1ccccc1)C(=O)OCC(=O)NNC(=O)c1ccccc1 (stereo not given)	23	i
CCOC(=O)c1ccc(N2C(=O)CC(N3CCN(C/C=C/c4ccccc4)CC3)C2=O)cc1 (stereo not given)	-3	i
COc1ccc(CCNC(=O)c2ccc(Cl)c(S(=O)(=O)N3CCCC3)c2)cc1	1	i

# Look-ups from the results shown.
# DYRK1A inh with `Cc1ccc(NCCCn2cnc(C(=O)Nc3ccc(C)c(C)c3)n2)cc1C` → 4
# DYRK1A inh with `CCOC(=O)c1ccc(N2C(=O)CC(N3CCN(C/C=C/c4ccccc4)CC3)C2=O)cc1` (stereo not given) → -3
# DYRK1A inh with `CC1CC=C(O)C12OCC(C)(C)CO2` (stereo not given) → -2
# DYRK1A inh with `c1ccc2occc2c1` → -1

# More structures:
Molecule	DYRK1A inh	KCNK3 block
Cc1cc(NS(=O)(=O)c2ccc(NC(NC(=O)C(C(F)(F)F)C(F)(F)F)(C(F)(F)F)C(F)(F)F)cc2)no1	-4	i
NC(=O)c1ccc(NC(=O)c2ccc(COc3ccccc3Br)cc2)cc1	-5	i
CC1CN(Cc2ccccc2)C(=S)N(c2ccccc2)C1=O (stereo not given)	-7	i
CN(C)S(=O)(=O)c1cccc(NC(=O)COc2cccc3ccccc23)c1	7	i
COc1nnc(-c2ccc(N3CCCCC3)c(NC(=O)COc3ccccc3)c2)c2ccccc12	-5	i
NN=C1C(=O)c2cccc3cccc1c23	8	i
CCCNC(=O)CCNC(=O)[C@H](O)C(C)(C)CO	4	i
O=C(C1CCCCC1)N1CCC(c2nc3c(nnn3Cc3ccccc3Cl)c(=O)[nH]2)CC1	-6	i
COC(=O)[C@@]1(Cc2ccccc2)[C@H]2C(=O)N(C)C(=O)[C@H]2[C@H]2CN=C(SCC3CC3)N21	-1	i
COC(=O)c1ccccc1CC1Cc2cc3c(cc2C1=O)CCC3 (stereo not given)	4	i
CCC1(c2ccc(Cl)cc2)NC(=O)N(CC(=O)NC2CCCC(C)C2C)C1=O (stereo not given)	0	i
O=C(O)/C=C/C(=O)Nc1cccc2c1-c1ccccc1C2=O	8	i
COc1ccccc1C1CC(=O)Oc2cc(C)cc(C)c21 (stereo not given)	-1	i
O=C1c2ccccc2[C@@H]2C[C@@H](O)[C@H](Nc3cccc(Cl)n3)CCN12	4	i
CN1C[C@@H]2[C@@H]3C(=O)N(C)C(=O)[C@@H]3[C@](C)(C1=O)N2C(=O)c1ccccc1	-14	i
CCC(=Cc1ccccc1O)c1ccncc1	-2	i
CCOc1ccc2oc(C(=O)OCC(=O)N(CC(C)C)c3c(N)n(Cc4ccccc4)c(=O)[nH]c3=O)c(C)c2c1	-1	i
CCN(CC)S(=O)(=O)c1ccc(N2CCOCC2)c(NC(=O)c2nn(C)c(=O)c3ccccc23)c1	-5	i
CCOc1ncccc1C(=O)Nc1ccc(OC)c(S(=O)(=O)N2CCOCC2)c1	0	i
Cc1cc(C)c2c(=N)c3ccccc3n(CCCCCCCCn3c4ccccc4c(=N)c4c(C)cc(C)nc43)c2n1	0	-10*
COC(=O)c1ccc(CNC(=O)C(C)N=C2NS(=O)(=O)c3ccccc32)cc1 (stereo not given)	-3	i
COc1ccc2c(c1)CCCC2=O	-1	i
CC(C)NC1(C(N)=O)CCNCC1	-2	i
Nc1cc(N)nc(SCC(=O)NC2CCCCCCC2)n1	4	i
Cc1ccc(C)c(C(=O)COC(=O)c2c(-c3ccccc3)noc2C)c1	9	-14*
COCCCNC(=O)CC1C[C@H](C(=O)N2CCCCC2)[C@@]2(CCc3ccccc3)c3[nH]c4ccc(OC)cc4c3CCN2C1=O (stereo not given in full)	5	i
Oc1ccccc1C=NN=Cc1ccccc1Cl	-1	i
O=C(O)C1=C(C(=O)O)C2C=CC1C2	-3	i
COc1ccc(CN(C)CC(=O)NC(=O)Nc2ccccc2F)cc1	3	i
O=S(=O)(c1ccccc1)C1CC1(c1ccccc1)c1ccccc1 (stereo not given)	-4	i
CC(C)NC(=O)NC(=O)CSc1ccc(S(=O)(=O)N2CCOCC2)cn1	7	i
COc1cc(C2CC(=O)Oc3cc(C)c(Cl)c(C)c32)cc(OC)c1OC (stereo not given)	4	i
COc1cc(/C=C2\SC(=O)N(c3ccc(Cl)cc3)C2=O)cc([N+](=O)[O-])c1O	4	i
CCOc1ccc(OCC(=O)OCC(=O)Nc2ccccc2C#N)cc1	-2	i
CC(=O)NC(c1ccc(Cl)cc1)c1ccc2cccnc2c1O (stereo not given)	-4	i
Cc1ccc(Cl)cc1NS(=O)(=O)c1ccccc1	-3	i
CCCCC(=O)NC(c1cccc([N+](=O)[O-])c1)c1ccc2cccnc2c1O (stereo not given)	-3	i
CCCCN1C(=O)C(=O)N(CC(=O)Nc2cc(Cl)ccc2OC)C1=O	-3	i
Cc1ccc(N2C(=O)c3ccccc3C2(O)c2ccccc2)cc1 (stereo not given)	-6	i
Cc1ccc(C(=O)N2CCC(Cc3ccccc3)CC2)cc1S(=O)(=O)N1CCOCC1	5	i
CCN1C[C@@H]2[C@@H]3C(=O)N(Cc4ccccc4)C(=O)[C@@H]3[C@](Cc3ccccc3)(C1=O)N2C(=O)c1ccc(Br)cc1	1	i
Cc1cc(OCC(=O)Nc2cccc(S(=O)(=O)N3CCCC3)c2)ccc1Cl	-3	i
CCOC(=O)c1cc(N2CCCCC2)nc2ccccc12	8	i
CCCCN(C(=O)C1CCN(C(=O)c2ccccc2C)CC1)c1c(N)n(CC(C)C)c(=O)[nH]c1=O	5	i
COc1ccccc1COC(=O)CN1C(=O)NC2(CCCCC2C)C1=O (stereo not given)	5	i
CC(=O)c1ccc(NC(=O)c2ccc(N3CCCC3=O)cc2)cc1	0	i
Oc1c(CN2CCCCC2)ccc2cccnc12	-3	i
Cc1ncc2c(n1)NC(=O)NC2	-3	i

# Full records, quoted from the list.
# Results for Cc1ccc(N2C(=O)c3ccccc3C2(O)c2ccccc2)cc1 (stereo not given) → DYRK1A inh: -6; KCNK3 block: i
# Results for CC(=O)c1ccc(NC(=O)c2ccc(N3CCCC3=O)cc2)cc1 → DYRK1A inh: 0; KCNK3 block: i

# (listing goes on)
Molecule	DYRK1A inh	KCNK3 block
COC1=CC(=O)c2c(ccc3ncnc(N)c23)C1=O	51*	i
CC(OC(=O)C1CC(=O)N(Cc2ccco2)C1)C(=O)Nc1cccc(C#N)c1 (stereo not given)	2	i
O=C(NCCCCc1ccccc1)c1cccc(NC(=O)C2CCCCC2)c1	2	i
CCN(CC(=O)Nc1ccc2c(c1)OCCO2)C(=O)CCc1ccc(OC)cc1	5	i
